bIAP act = bovine intestinal alkaline phosphatase activators, primary screen, biochemical, bovine IAP, CDP-star luminescence; alkaline phosphatase, intestinal [Bos taurus]; purified bovine IAP, 30 min; active compounds read high; fold of DMSO-control signal, blank-subtracted; activation factor at 20 µM; actives 0.17% (n = 200,000);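 active = activation factor of 2 or more at 20 µM, a signal rise over negative controls twice the positive control's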
PMI activator = activators of human PMI, primary screen, biochemical, fluorescence intensity, near-Km mannose 6-phosphate. Mannose-6-phosphate isomerase (Homo sapiens), P34949. purified human PMI, coupled resazurin fluorescence, 20 min; active compounds read high; 1 = vehicle control, 0 substrate-free wells. actives 0.005% (n = 190,000). activation factor at 20 µM;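 active = activation factor of 2 or more at 20 µM, relative to plate controls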
Target sequence (P34949 whole entry, looked up): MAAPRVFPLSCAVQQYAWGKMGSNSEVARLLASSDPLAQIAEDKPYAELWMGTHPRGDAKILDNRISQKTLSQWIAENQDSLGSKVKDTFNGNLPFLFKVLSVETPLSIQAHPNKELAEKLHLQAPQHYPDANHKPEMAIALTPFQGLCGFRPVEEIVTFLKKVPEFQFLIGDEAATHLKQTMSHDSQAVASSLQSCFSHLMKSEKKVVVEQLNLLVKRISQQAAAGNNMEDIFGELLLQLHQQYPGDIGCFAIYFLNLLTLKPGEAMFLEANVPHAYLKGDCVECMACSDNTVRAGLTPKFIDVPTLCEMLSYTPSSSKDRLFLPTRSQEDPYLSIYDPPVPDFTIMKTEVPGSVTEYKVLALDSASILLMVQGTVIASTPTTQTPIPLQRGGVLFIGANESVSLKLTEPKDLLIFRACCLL
TNAP act hi DEA = TNAP activators at high phosphate acceptor level, primary screen, biochemical, luminescence, uHTS; activation factor at 20 µM; 200,000 tested, under 10 active; AID 1136, 2008; purified TNAP, CDP-star luminescence, 1 M DEA, 30 min; active compounds read high; 0 = EDTA background, 1 = DMSO-only activity;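 active = activation factor at least 2 at 20 µM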
Target sequence (P05186 whole entry, looked up): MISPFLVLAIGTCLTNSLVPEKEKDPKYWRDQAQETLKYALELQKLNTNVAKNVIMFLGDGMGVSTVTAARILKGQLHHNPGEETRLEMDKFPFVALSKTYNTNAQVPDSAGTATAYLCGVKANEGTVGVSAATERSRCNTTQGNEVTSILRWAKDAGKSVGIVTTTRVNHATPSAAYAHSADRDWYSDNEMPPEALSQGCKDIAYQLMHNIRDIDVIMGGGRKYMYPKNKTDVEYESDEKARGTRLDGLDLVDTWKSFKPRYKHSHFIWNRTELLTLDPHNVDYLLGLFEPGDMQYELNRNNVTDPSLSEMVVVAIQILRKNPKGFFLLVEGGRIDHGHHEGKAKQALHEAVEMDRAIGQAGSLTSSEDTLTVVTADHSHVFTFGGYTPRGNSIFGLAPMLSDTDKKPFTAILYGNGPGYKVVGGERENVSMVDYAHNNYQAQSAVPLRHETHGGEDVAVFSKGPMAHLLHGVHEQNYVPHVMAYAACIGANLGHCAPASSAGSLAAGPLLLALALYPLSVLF
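Dosing: 20 µM single point. System: human TNAP. Amount: TNAP 1/800 final. Incubation: 30 min, room temperature. Read-out: TNAP activation factor scaled between EDTA and DMSO control wells. Signal: luminescence from CDP-star hydrolysis. Medium: 1 M DEA, pH 9.8, Mg2+, Zn2+. Control set: EDTA negative control, DMSO positive control.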
bIAP inh = bovine intestinal alkaline phosphatase inhibitors, primary screen, selectivity assay for TNAP inhibitor project, biochemical, bovine IAP, CDP-star luminescence; AID 1019, 2008; alkaline phosphatase, intestinal [Bos taurus]; inhibition, % at 20 µM; 190,000 tested, under 10 active; purified bovine IAP, 30 min;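 active = over 50% inhibition of intestinal alkaline phosphatase at 20 µM in the single-dose screen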
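System: purified bovine intestinal alkaline phosphatase (IAP) enzyme; Input: IAP diluted 1/65,000,000 in the well; Measured by: CDP-star luminescence signal; Compound dosing: 20 µM single dose; Incubation: 30 min reaction at room temperature.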
TNAP inh no acc = human TNAP enzyme inhibitors, primary screen, biochemical, luminescent, no phosphate acceptor, uHTS; Alkaline phosphatase, tissue-nonspecific isozyme (Homo sapiens), P05186; purified TNAP, CDP-star luminescence, 30 min; inhibition, % at 20 µM; actives 0.26% (n = 200,000);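 active = tissue-nonspecific alkaline phosphatase inhibition above about 50% at 20 µM in the single-dose screen, limit read from the data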;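 note: 0% = DMSO negative control and 100% = EDTA positive control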
Diaph inh CS = diaphorase inhibitors and chemical oxidizers, primary screen, counter-screen for diaphorase-coupled primary assays, biochemical, uHTS, resorufin fluorescence; inhibition, % at 20 µM; AID 1217, 2008; diaphorase resazurin-to-resorufin fluorescence, NADH, 16 min; bacterial (C. kluyveri) enzyme, not human; actives 0.69% (n = 190,000);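 active = primary screen inhibition at 20 µM above a set limit, cut at about 50% in these data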;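 note: plate controls were DMSO with full reaction for no effect and wells lacking NADH for full effect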
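Detection: fluorescence of resorufin formed from resazurin, Ex 544/Em 590 nm; test system: Clostridium kluyveri diaphorase enzyme; amount: 0.14 U/mL diaphorase, enzyme working solution; times: 16-min room-temperature incubation before reading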
PMI act satM6P = human PMI activators, high substrate, primary screen, biochemical, fluorescence intensity, near-saturating mannose 6-phosphate. coupled PMI enzyme assay, resazurin fluorescence, 20 min; active compounds read high; 1 = untreated enzyme, 0 = substrate-free blank. actives 0.34% (n = 190,000). activation factor at 20 µM. Mannose-6-phosphate isomerase (Homo sapiens), P34949;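 active = activation factor of 2 or more at 20 µM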
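Test system: human phosphomannose isomerase with PGI, G6PDH, diaphorase coupling enzymes / Doses: 20 µM compound, 1% DMSO / Times: enzyme reaction with compound 20 min at room temperature / Measured by: Diaphorase-driven resazurin-to-resorufin fluorescence, excitation 544, emission 590 nm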
Lmaj promast = Leishmania major promastigote growth inhibition, primary screen; Leishmania major promastigotes, resazurin fluorescence viability; inhibition, % at 10 µM; actives 9% (n = 200,000); in the data active = inhibition above about 50%;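 note: promastigotes grown with compound for 44 hours at 28 °C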
Diaph act CS = compounds boosting diaphorase resazurin reduction – biochemical, uHTS, resorufin fluorescence, counter-screen for diaphorase-coupled primary assays, primary screen; Diaphorase/resazurin coupled assay, 16 min; active compounds read high; 1 = vehicle wells, 0 = NADH-free wells; activation factor at 20 µM; actives 0.005% (n = 190,000); AID 1229, 2008;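 active = diaphorase activity raised at least twofold by the compound at 20 µM; inactive = activation factor below 2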
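Measured by – red resorufin fluorescence at 544/590 nm excitation/emission · Test system – Clostridium kluyveri diaphorase, purified enzyme · Incubation – reaction time 16 min, room temperature · Buffer or medium – 50 mM HEPES pH 7.4 with 4.542 mM MgCl2, 0.005% Tween 20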
TNAP inh hi DEA = human TNAP enzyme inhibitors, primary screen, biochemical, luminescent, high phosphate acceptor level, uHTS; Alkaline phosphatase, tissue-nonspecific isozyme (Homo sapiens), P05186; purified TNAP, CDP-star luminescence, 1 M DEA; inhibition, % at 20 µM; actives 0.03% (n = 200,000); AID 1135, 2008;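 active = over 50% inhibition of tissue-nonspecific alkaline phosphatase at 20 µM in the single-dose screen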;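 note: plate controls were DMSO wells for no effect and EDTA-quenched wells as full inhibition for full effect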
* = called active by the depositor.

SMILES | bIAP act | PMI activator | TNAP act hi DEA | bIAP inh | TNAP inh no acc | Diaph inh CS | PMI act satM6P | Lmaj promast | Diaph act CS | TNAP inh hi DEA
O=C(O)c1ccccc1C(=O)Nc1ccc(-c2csc(-c3ccccc3)n2)cc1 | 1.2 | 1 | 1 | -22 | 5 | 1 | 1 | -5 | 1 | -2
CCOC(=O)c1cccc(NC(=O)CSc2nnc(-c3cccnc3)n2C)c1 | 0.9 | 0.9 | 1 | 6 | -14 | 7 | 1 | 2 | 0.9 | -2
CCn1c(NC(=O)c2ccco2)c(-c2ccccc2Cl)c(=O)c2ccccc21 | 1 | 1.1 | 1.1 | 2 | 8 | 15 | 1 | -4 | 0.8 | -8
COCC(=O)n1nc(-c2ccccc2)nc1NCc1cccs1 | 1 | 1 | 0.9 | -2 | 54* | 12 | 1 | -2 | 0.9 | 15
CN(C)CCCNC(=O)Cc1ccc(Br)cc1 | 1 | 1 | 1.1 | 0 | -12 | 5 | 1 | 1 | 0.9 | -6
Cc1ccc(NC(=S)Nc2ccc3cn[nH]c3c2)c(C)c1 | 1 | 0.8 | 1 | -5 | -18 | 10 | 0.6 | 39 | 0.9 | 2
CCC1(C)Cc2c(sc3nnn(CC(=O)Nc4ccccc4C)c(=O)c23)CO1 (stereo unspecified) | 0.9 | 1 | 1 | 6 | -4 | 0 | 1 | 0 | 1 | 0
CN(C(=O)COc1cc(=O)n(C)c2ccccc12)c1cccc(Cl)c1 | 1 | 1 | 1 | 2 | -17 | 3 | 1.1 | 15 | 1 | -2
CCn1cc(C(=O)NCCC2=CCCCC2)c(=O)c2cc(S(=O)(=O)N(C)C)ccc21 | 1 | 1 | 1 | 4 | -5 | 2 | 0.8 | 44 | 1 | -4
CCc1ccc(S(=O)(=O)NCCc2csc(-c3cccnc3)n2)s1 | 1 | 0.8 | 1 | -4 | -6 | 10 | 0.8 | 10 | 0.9 | -2
CCc1ccc(OCC(=O)NC(=S)Nc2ccc(F)cc2)c(Br)c1 | 1 | 1 | 1.1 | 3 | -10 | 10 | 1.1 | -4 | 0.9 | -6
CCOC(CNC(=O)c1cc(C)nn1-c1ccccc1)OCC | 1 | 1 | 1 | 5 | -4 | 11 | 1 | -3 | 0.9 | 3
CNC(=O)c1cc(Nc2nnc(-c3ccc(O)cc3)c3ccccc23)ccc1OC | 1 | 1 | 1 | -1 | 31 | 6 | 1 | -2 | 0.9 | -5
COc1ccccc1NC(=O)c1csc2c1CCC(C)C2 (stereo unspecified) | 0.9 | 0.9 | 1.1 | 8 | -8 | 8 | 0.9 | 5 | 0.9 | -11
CCCC1(C(=O)OCC)NC(c2ccc(O)cc2)C2C(=O)N(c3ccc4c(c3)OCCO4)C(=O)C21 (stereo unspecified) | 1 | 1.1 | 1.1 | 2 | -7 | 14 | 1.1 | 9 | 0.9 | -8
Cc1ccc(-c2cc(C(=O)N/N=C/c3ccco3)[nH]n2)cc1 | 1.3 | 0.9 | 0.9 | -29 | 87* | 17 | 0.9 | 19 | 0.8 | 15
Cc1onc(-c2ccccc2)c1C(=O)NCc1ccc2c(c1)OCO2 | 1 | 1 | 1 | 0 | -10 | 4 | 1 | 4 | 1 | -3
CC(=O)N[C@@H](Cc1c[nH]c2ccccc12)C(=O)OCC(=O)NCc1ccc2c(c1)OCO2 | 1.4 | 1 | 1.1 | -37 | -15 | -7 | 1.1 | -4 | 1.1 | -6
Nc1ccc(C(=O)Nc2ccc3nc(-c4ccncc4)[nH]c3c2)cc1 | 0.9 | 1 | 1 | 5 | -2 | -10 | 1 | 7 | 1.1 | -1
Cc1ccc(C)c(N(C)C(=O)c2coc(=O)c3ccccc23)c1 | 1 | 1 | 1 | -3 | -6 | 4 | 1 | -1 | 1 | 0
CC(C)n1nc(C(=O)Nc2nnc(C3CC3)s2)c2ccccc2c1=O | 1 | 1 | 1.1 | 1 | -16 | 10 | 1 | 7 | 0.9 | -5
CNC(=S)N1CCN(c2nc3ccccc3s2)CC1 | 1.1 | 0.8 | 1.1 | -7 | -7 | 23 | 0.8 | 2 | 0.8 | -5
Cc1ccc(S(=O)(=O)Oc2ccc(C(c3c(C)[nH][nH]c3=O)c3c(C)[nH][nH]c3=O)cc2)cc1 | 1 | 0.9 | 0.4 | 0 | -8 | 12 | 0.9 | 35 | 0.9 | 61*
CC(C)c1nnc(NC(=O)CCC(=O)NCc2ccc3c(c2)OCO3)s1 | 0.9 | 0.9 | 1.1 | 8 | -16 | 16 | 0.9 | -4 | 0.8 | -6
O=C(CN1C(=O)C2CCCCN2C(=O)c2ccccc21)Nc1ccc(F)cc1 (stereo unspecified) | 1.1 | 1 | 1.1 | -10 | 1 | 14 | 0.9 | 1 | 0.9 | -6
Cc1cc(NCCCN2CCOCC2)n2nc(C)c(-c3ccc(F)cc3)c2n1 | 1 | 0.9 | 1 | -1 | -2 | 13 | 0.9 | 91* | 0.9 | 2
O=C(/C=C/c1ccccc1)NNC(=O)c1cccs1 | 1.4 | 1 | 1.1 | -38 | -33 | -4 | 0.9 | 9 | 1 | -5
OC(CNCc1ccccc1F)(c1ccc(F)cc1)c1ccc(F)cc1 | 0.8 | 0.9 | 1 | 23 | -7 | 7 | 0.9 | 37 | 0.9 | 0
OC(c1ccccc1)C1CN(Cc2ccccc2)CCC1(O)c1ccccc1 (stereo unspecified) | 0.9 | 1 | 1 | 9 | -6 | 1 | 1.1 | 85* | 1 | 3
Cc1noc(C)c1C(=O)N1CCc2ccccc2C1 | 0.9 | 0.9 | 1 | 6 | -2 | 8 | 0.9 | -12 | 0.9 | -3
Cc1ccc(C2(c3noc(CN(C)Cc4ccccn4)n3)CCCC2)cc1 | 0.9 | 0.9 | 1 | 6 | -3 | 7 | 1.1 | 7 | 0.9 | -2
C/C(=N\N1CCN(c2ccc(Cl)cc2)CC1)c1ccco1 | 1.1 | 0.9 | 1 | -10 | -18 | 6 | 1 | -8 | 0.9 | 3
Cc1c(/C=N/N2C(=O)C3C4C=CC(C4)C3C2=O)c2ccccc2n1C (stereo unspecified) | 1 | 0.9 | 1 | 4 | -13 | 2 | 1 | -1 | 1 | -2
COc1ccc(-n2c(C)cc(C(=O)CN3C(=O)NC4(CCCc5sccc54)C3=O)c2C)cc1 (stereo unspecified) | 0.9 | 0.8 | 1 | 6 | -16 | 14 | 0.9 | 15 | 0.9 | -4
Cc1c(C(=O)OCC(C)C)[nH]c2c1C(=O)CC(c1ccco1)C2 (stereo unspecified) | 0.8 | 0.8 | 1 | 15 | -1 | 21 | 0.9 | 18 | 0.8 | 0
Cc1cccc(NS(=O)(=O)c2ccc(Br)s2)n1 | 0.9 | 0.9 | 1 | 12 | -8 | 12 | 1 | -5 | 0.9 | -4
COC(=O)C1=C(C)N(c2ccc(C(=O)OC)cc2)C(=O)C1 | 1 | 1.3 | 1 | -2 | -4 | 14 | 1.7 | 24 | 0.9 | 4
COc1cccc(C(=O)NNC2OC(CO)C(O)C2O)c1 (stereo unspecified) | 1 | 1.1 | 1 | -4 | -9 | 0 | 1 | -4 | 1 | -4
O=c1cc(C(F)(F)F)nc(-n2[nH]c3c(c2=O)CCCC3)[nH]1 | 1.2 | 0.7 | 1 | -20 | -120 | 9 | 0.6 | 4 | 0.9 | -2
C=CCn1c(Cc2cccs2)nnc1SCC(=O)c1ccc2ccccc2c1 | 0.8 | 0.8 | 1.1 | 15 | -8 | 20 | 0.9 | 1 | 0.8 | -9
O=C(NCCCc1ccccc1)c1ccc(Br)o1 | 0.8 | 0.9 | 1 | 16 | -4 | 11 | 0.9 | 5 | 0.9 | 1
CC1CCN(C(=O)CSc2nnc(CNC(=O)c3ccco3)o2)CC1 | 0.9 | 1 | 1 | 8 | -9 | 4 | 1 | 0 | 1 | 0

Filtered by structure, the compounds so far containing an NH in an aromatic ring
SMILES | bIAP act | PMI activator | TNAP act hi DEA | bIAP inh | TNAP inh no acc | Diaph inh CS | PMI act satM6P | Lmaj promast | Diaph act CS | TNAP inh hi DEA
Cc1ccc(NC(=S)Nc2ccc3cn[nH]c3c2)c(C)c1 | 1 | 0.8 | 1 | -5 | -18 | 10 | 0.6 | 39 | 0.9 | 2
Cc1ccc(-c2cc(C(=O)N/N=C/c3ccco3)[nH]n2)cc1 | 1.3 | 0.9 | 0.9 | -29 | 87* | 17 | 0.9 | 19 | 0.8 | 15
CC(=O)N[C@@H](Cc1c[nH]c2ccccc12)C(=O)OCC(=O)NCc1ccc2c(c1)OCO2 | 1.4 | 1 | 1.1 | -37 | -15 | -7 | 1.1 | -4 | 1.1 | -6
Nc1ccc(C(=O)Nc2ccc3nc(-c4ccncc4)[nH]c3c2)cc1 | 0.9 | 1 | 1 | 5 | -2 | -10 | 1 | 7 | 1.1 | -1
Cc1ccc(S(=O)(=O)Oc2ccc(C(c3c(C)[nH][nH]c3=O)c3c(C)[nH][nH]c3=O)cc2)cc1 | 1 | 0.9 | 0.4 | 0 | -8 | 12 | 0.9 | 35 | 0.9 | 61*
Cc1c(C(=O)OCC(C)C)[nH]c2c1C(=O)CC(c1ccco1)C2 (stereo unspecified) | 0.8 | 0.8 | 1 | 15 | -1 | 21 | 0.9 | 18 | 0.8 | 0
O=c1cc(C(F)(F)F)nc(-n2[nH]c3c(c2=O)CCCC3)[nH]1 | 1.2 | 0.7 | 1 | -20 | -120 | 9 | 0.6 | 4 | 0.9 | -2

Compound profiles, as listed above. Screens in order: bIAP act | PMI activator | TNAP act hi DEA | bIAP inh | TNAP inh no acc | Diaph inh CS | PMI act satM6P | Lmaj promast | Diaph act CS | TNAP inh hi DEA
Profile of CNC(=S)N1CCN(c2nc3ccccc3s2)CC1 = 1.1 | 0.8 | 1.1 | -7 | -7 | 23 | 0.8 | 2 | 0.8 | -5
Profile of CC(C)n1nc(C(=O)Nc2nnc(C3CC3)s2)c2ccccc2c1=O = 1 | 1 | 1.1 | 1 | -16 | 10 | 1 | 7 | 0.9 | -5

Screens as filed in PubChem.
